Bioassay records: PubChem BioAssay, National Center for Advancing Translational Sciences (NCATS)
Pf Dd2 growth = inhibitors of Plasmodium falciparum Dd2 growth | P. falciparum Dd2 growth, SYBR Green, 72 h | Potency, µM (highest dose often 28.9 µM), without a hit: at the top dose activity, negative = inhibition, hits mostly inhibitors | hit rate 4.3% among 120,000; active = well fitted inhibition curve with a large enough effect; inconclusive = small, poorly fitted or top-dose-only effect; inactive = no such curve, though single readings can be large or run the other way;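 note: plate controls were DMSO vehicle for no effect and reference drug for full effect; nearly all actives have a fitted effect of over 65% in size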
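Infected erythrocytes (Dd2, 0.3% parasitemia, 2.5% hematocrit final) are added to compound in RPMI-1640/Albumax II medium, grown 72 h at 37C in low oxygen, then lysed with saponin/Triton-X containing SYBR Green and read by fluorescence.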
Active calls of the source: *; i = inactive; ? = inconclusive; [ ] = dose if it differs, or a comment. Potency is the fitted concentration of half-maximal effect. The list is partial; rates above refer to the full screens.

SMILES	Pf Dd2 growth
CCN(CC)CCCNC(=O)CSc1nc(-c2ccc(OC)cc2)cc(C(F)(F)F)n1	i
COc1ccccc1C(=O)Nc1ccc(-c2nc3ccccc3s2)c(C)c1	?
CC(C)CN(CCNC(=O)CCN1N=C(c2ccccc2)CCC1=O)CC(C)C	i
CCCN(CC1CCOC1)C(=O)c1cccc(Cl)c1 (stereo not drawn)	8.5%[5.79 µM]
Cc1ncccc1OC1(C(=O)NCc2n[nH]c3c2CCC3)CCNCC1	8.1%
CC(C)N1CCN(C2CCN(c3ccc4c(c3)CCC4)CC2)CC1CCO (stereo not drawn)	-19.1%
O=C(NCCc1cccs1)c1ccc(Cn2c(SCc3ccc(F)cc3)nc3cccnc32)cc1	?
CN(c1ccccc1)c1cc(=O)c2ccnc(Nc3cccnc3)c2o1	-5.1%[44.1 µM]
Cc1ccc(N(CC(=O)N2CCN(c3ccccc3F)CC2)S(=O)(=O)c2c(C)noc2C)cc1	-29.2%
Cc1ccc(CC(=O)Nc2cccc(-c3nnc4n3CCCC4)c2)cc1	?
CCc1ccc(-n2c(=O)c3ccc(C(=O)NCCc4ccccc4)cc3n(Cc3ccccc3C#N)c2=O)cc1	26.9%
COCC(=O)NC[C@H]1CCN(Cc2scnc2C)C[C@H]1N(C)C	-19.5%
CCn1cc(-c2ccc(F)cc2)cc1C(=O)O	-1.8%
CCC(CC)NC(=O)C1CCN(c2cnn(CCOC)c(=O)c2)C1 (stereo not drawn)	-0.4%
CCNC(=O)c1ccc(NC(=O)N2CCCCc3ccccc32)cc1	?
COC(=O)C1=C(CS(=O)(=O)c2ccc(C)cc2C)NC(=O)NC1c1ccc(C)cc1 (stereo not drawn)	i
COc1ccccc1-c1nnc2n1C(C(=O)NCCc1ccc(Cl)cc1)CC2 (stereo not drawn)	1.78µM*
O=C(c1ccc2c(c1)OCO2)N1CCC12Cc1ccccc1NC2=O (stereo not drawn)	-2.8%[44.1 µM]
Cn1nc(C(=O)N2CCN(c3ccccc3)CC2)c2c1-c1ccccc1S(=O)(=O)C2	-7.2%
CCN(CC)c1cc(NC2CCCCC2)c2c3c(onc13)-c1ccccc1C2=O	?
CCCCCn1c(=O)[nH]c2cc(C(=O)N3CCN(c4cccc(Cl)c4)CC3)ccc2c1=O	-11.6%
COc1cccc(-c2nc(-c3c(C)noc3C)cc3c2cc(C)n3CCN(C)C)c1OC	?
CCC(CC)C(=O)NC[C@@H]1C=C(C)[C@H](Cc2nc3ccc(F)cc3[nH]2)C[C@H]1C(C)C	i
COc1cc2c(cc1Oc1ccccc1)NC(=O)C21CCN(C(=O)c2ccnn2C)CC1	i
O=C(NC1CC(=O)N(c2ccccc2)C1)c1ccco1 (stereo not drawn)	37.0%[activator]

Next section
SMILES	Pf Dd2 growth
COc1ccccc1Cc1nc2ccccc2nc1SCC(=O)Nc1cc(Cl)ccc1OC	?
COc1cccc(C(=O)N2C(C(=O)NC(C)C)COC23CCN(C(=O)c2ccccc2F)CC3)c1 (stereo not drawn)	-13.7%
CC1(c2noc(C3CCOCC3)n2)CCN(Cc2c(F)cccc2Cl)CC1	-10.9%
CN(CC1CCOCC1)C(=O)NCc1ccco1	40.1%[activator]
CC(=O)CSc1nc(-c2ccccc2)[nH]c1S(=O)(=O)c1ccc(C)cc1	-6.7%
COc1ccc(N2CCN(CCCNC(=O)C3COc4ccccc4C3)CC2)cc1 (stereo not drawn)	?
O=C(NCc1ccc2c(c1)OCO2)[C@H]1CN2CCC1C[C@@H]2Cn1cc(C2(O)CCCCC2)nn1 (stereo partly drawn)	-16.2%
CCN(CC)c1cc(CCC(=O)N2CCN(c3cccc(OC)c3)CC2)ccn1	i
Cc1ccc(C(=O)N2CCc3n[nH]c(=O)n3CC2)cc1F	55.5%[activator]
CCC1CCCCN1CCCNC(=O)c1ccc2c(c1)N(Cc1ccccc1F)C(=O)c1ccccc1S2(=O)=O (stereo not drawn)	?
CC(=O)c1ccc(NS(=O)(=O)c2cc3[nH]c(=O)c(=O)[nH]c3cc2C)cc1	i
O=C(c1cccc(Cl)c1)N1CCCC2(C1)NC(=O)N(Cc1ccccc1)C2=O (stereo not drawn)	-13.6%
COc1cccc(-c2cc(-c3nc(C4CC(=O)N(C5CCCCC5)C4)no3)[nH]n2)c1 (stereo not drawn)	5.01µM*
O=C(Nc1c(F)cccc1F)N1CCOc2ccc(CN3CCc4ccccc4C3)cc2C1	?
Cc1ccc(C)c(NC(=O)C(Cc2ccccc2)N2Cc3ccccc3C2=O)c1 (stereo not drawn)	i
COc1ccc(C(=O)N2CCC3(CC2)CNC(C(=O)O)C3)cc1Cl (stereo not drawn)	-4.6%
Cc1cccc(NC(=O)Cn2nc3n(c2=O)CCCCC3)c1C	253.8%[activator]
CCOc1ccccc1CN1CCC2(CCN([S+](=O)([O-])c3ccc(C)cc3)CC2)Oc2ccccc21	3.98µM*
Cc1ccc(-c2noc(CCCC(=O)N3CCc4nc5cc[nH]n5c(=O)c4C3)n2)cc1	-14.7%[5.79 µM]
CCc1ccc(NC(=O)CSC2=Nc3ccccc3C3=NC(CC(=O)NCc4cccs4)C(=O)N23)cc1 (stereo not drawn)	?
CN(C)c1cccc(NC(=O)Cc2c[nH]c3ncc(-c4cccnc4)cc23)c1	i
CC(=O)c1c(C)oc2c1cc(NS(=O)(=O)c1ccc(C(C)(C)C)cc1)c1ccccc12	-20.3%
COc1ccc([S+](=O)([O-])c2nnn3c2nc(NC2CCCC2)c2ccccc23)cc1	-11.6%
CC(C)CCn1c(SCc2cccc(F)c2)nc2ccsc2c1=O	?
COc1ccc(CNC(=O)N2c3ccccc3CC2c2nc(C(C)C)no2)cc1 (stereo not drawn)	5.0%[5.79 µM]

Molecules above with a COOH group, in the order listed:
SMILES	Pf Dd2 growth
CCn1cc(-c2ccc(F)cc2)cc1C(=O)O	-1.8%
COc1ccc(C(=O)N2CCC3(CC2)CNC(C(=O)O)C3)cc1Cl (stereo not drawn)	-4.6%

Additional structures:
SMILES	Pf Dd2 growth
CCc1ccc2occ(CC(=O)Nc3c(C(=O)c4ccccc4)oc4ccccc34)c2c1	?
O=C(NCc1cccs1)C1CCN(C(=O)c2ncn3c2COC(c2ccccc2)C3)CC1 (stereo not drawn)	i
O=C(NC1CC1)c1nc(-c2ccc(Cl)cc2Cl)c2ccccn12	?
CC(=O)N1CC2(CCN(CC3CC3)CC2)Cc2ccccc21	-13.9%[44.1 µM]
Cn1nc2n(c1=O)CCN(Cc1ccc3c(c1)CCO3)CC2	-9.1%
Cc1ccc2nc(-c3ccccc3O)c(Nc3ccccc3C)n2c1	1.41µM*
CS(=O)(=O)N1Cc2ccccc2CC2(CCCN2Cc2cccnc2)C1 (stereo not drawn)	-7.7%
O=C(c1cnc(N2CCCCC2)c2ccccc12)N1CCN(c2ccc(F)cc2)CC1	?
CCCCCCN(CCC(=O)NCCC)C(=O)c1ccoc1	-15.8%
Cc1ccccc1CN1CCC(CNC(=O)c2c(C)oc3ncnc(N4CCCCC4)c23)CC1	?
Cn1c(C(=O)NCc2ccccc2F)cc2oc3ccccc3c21	25.9%
O=C(CSc1nc2c(cnn2-c2ccc(F)cc2)c(=O)[nH]1)Nc1ccccc1C(F)(F)F	168.9%[activator]
CC(C)n1cnnc1-c1nn(C)c2c1CN(C(=O)c1n[nH]c3ccccc13)CC2	?
CC(=O)Nc1ccc2nc(SCCOc3ccccc3Cl)sc2c1	i
O=C(NCCCN1CCCCC1)c1cccnc1N1CC2CC(C1)[C@H]1CCCC(=O)N1C2 (stereo partly drawn)	?
CC(C)(C)c1ccc(CSc2nc3c(c(=O)[nH]2)CCCC3)cc1	?
COc1cccc(-n2nnc(-c3nc(-c4cccs4)no3)c2N)c1	-25.3%
CCC(=O)Nc1cccc(C2OC(=O)N(Cc3ccc(C)cc3)C2C(=O)Nc2ccc(F)cc2)c1 (stereo not drawn)	?
COCc1nc(C2CCCN(C(=O)NCCC(C)C)C2)no1 (stereo not drawn)	15.0%
Cc1nn(-c2ccc(C(F)(F)F)cc2)c(C)c1[C@@H]1C=C[C@@H](NC(=O)CCCC(=O)O)C1	-18.0%
COC(=O)N1CCC2(CC1)C(=O)NN=C2c1ccccn1	?
COc1ccc(C(CC(=O)N2CCCC2)c2ccccc2)cc1 (stereo not drawn)	i
O=C1NCCCCCN(C(=O)COc2ccc(F)cc2)[C@H]2CCC[C@@H]12	?
O=C(CSc1cn(CCNC(=O)c2ccccc2F)c2ccccc12)Nc1ccccc1F	-18.8%
CC(=O)Nc1ccc(NC(=O)CSc2nc3ccccc3nc2N2CCC(C)CC2)cc1	44.5%[activator]

Of the compounds above, these contain a Cl atom:
SMILES	Pf Dd2 growth
CCCN(CC1CCOC1)C(=O)c1cccc(Cl)c1 (stereo not drawn)	8.5%[5.79 µM]
COc1ccccc1-c1nnc2n1C(C(=O)NCCc1ccc(Cl)cc1)CC2 (stereo not drawn)	1.78µM*
CCCCCn1c(=O)[nH]c2cc(C(=O)N3CCN(c4cccc(Cl)c4)CC3)ccc2c1=O	-11.6%
COc1ccccc1Cc1nc2ccccc2nc1SCC(=O)Nc1cc(Cl)ccc1OC	?
CC1(c2noc(C3CCOCC3)n2)CCN(Cc2c(F)cccc2Cl)CC1	-10.9%
O=C(c1cccc(Cl)c1)N1CCCC2(C1)NC(=O)N(Cc1ccccc1)C2=O (stereo not drawn)	-13.6%
COc1ccc(C(=O)N2CCC3(CC2)CNC(C(=O)O)C3)cc1Cl (stereo not drawn)	-4.6%
O=C(NC1CC1)c1nc(-c2ccc(Cl)cc2Cl)c2ccccn12	?
CC(=O)Nc1ccc2nc(SCCOc3ccccc3Cl)sc2c1	i

Carrying on:
SMILES	Pf Dd2 growth
CCOC(=O)c1c(NC(=O)COc2ccc(C)cc2C(C)(C)C)sc2c1CCC(C)C2 (stereo not drawn)	?
CN(CCCNC(=O)CCC[C@H]1NC[C@@H]2C[C@H]1CN(Cc1ccccc1)C2)C1CCCCC1	?
COc1ccc(CCNc2nc3c(-c4cccc(C)c4)nnn3c3ccccc23)cc1OC	17.7%
COCCOC1CN(C2CCN(Cc3ccccc3)CC2)C12CCCCC2 (stereo not drawn)	?
Cn1ccc2c(C(=O)NCCc3cnc[nH]3)nc(-c3cccc(CO)c3)cc21	i
CN1CCN(C(=O)c2ccc(-c3ccc(N4CCCCC4)nc3)cc2)CC1	i
Cc1c(CN(C)C(=O)c2cc(COc3ccccc3F)[nH]n2)cnn1C	-9.5%
Cn1cc(CN2CCN3C(=O)N(C4CCOCC4)C[C@H]3C2)cn1	13.2%[44.1 µM]
Cc1ccc(NC(=O)Cn2ccn3nc4c(c3c2=O)CCCCC4)c(C)c1	-12.2%
O=C(Cn1nc(-c2ccccc2)n(CCc2ccccc2)c1=O)NC1CC1	-4.1%
Cc1ccccc1N(C)C1CN(C(=O)c2ccccn2)C1	?
O=C(NCCCn1cccn1)c1c(OCC2CC2)cc(=O)n2c1CCCCC2	16.2%
CO[C@H]1C(=O)N(C2CCN(S(=O)(=O)c3cccs3)CC2)[C@H]1c1ccncc1	7.6%
Cc1ccccc1CNC(=O)CC1CCCN(c2cnn(CC3CC3)c(=O)c2)C1 (stereo not drawn)	i
Cc1ncoc1C(=O)N(C)C1CCc2nn(CC3CC3)c(=O)n2CC1 (stereo not drawn)	-14.8%
N#Cc1ccc(CNC2(Cc3cc(-c4ccc(F)cc4)on3)COC2)cc1	i
COCCNS(=O)(=O)c1cc(C(=O)O)cc(-c2ccc(N(C)C)nc2)c1	8.8%
CCOC(=O)c1cnc2ccc(C(=O)OC)cc2c1Nc1ccc(OCc2ccccc2Cl)cc1	6.8%
CC(C)(C)CN1CC(NS(=O)(=O)c2cccc(Cl)c2)CC1=O (stereo not drawn)	-15.0%
Cn1nc(-c2ccc(OCC(=O)Nc3ccc(Cl)cc3)cc2)c2ccccc2c1=O	?
COc1ccc(NC(=O)c2ccc(CN3C(=O)NC4(CCOCC4)C3=O)cc2)cc1	-8.4%
CS(=O)(=O)N1CCCN(C(=O)Nc2ccccc2F)CCNC(=O)CC1c1ccccc1 (stereo not drawn)	-7.6%
Cc1noc(-c2ccn3c(CNC(=O)c4ccc5ccccc5n4)nnc3c2)n1	i
Cn1nccc1C(=O)NCC1Cn2cccc2C(=O)N1Cc1ccccc1 (stereo not drawn)	?
Cc1ccc(S(=O)(=O)N(C)CC2CCOCC2)cc1C	5.5%

Next part (five carried over from the part before).
SMILES	Pf Dd2 growth
COc1ccc(NC(=O)c2ccc(CN3C(=O)NC4(CCOCC4)C3=O)cc2)cc1	-8.4%
CS(=O)(=O)N1CCCN(C(=O)Nc2ccccc2F)CCNC(=O)CC1c1ccccc1 (stereo not drawn)	-7.6%
Cc1noc(-c2ccn3c(CNC(=O)c4ccc5ccccc5n4)nnc3c2)n1	i
Cn1nccc1C(=O)NCC1Cn2cccc2C(=O)N1Cc1ccccc1 (stereo not drawn)	?
Cc1ccc(S(=O)(=O)N(C)CC2CCOCC2)cc1C	5.5%
CC(=O)c1ccc(NC(=O)N[C@@H]2C=C(C(=O)N[C@H](C)C(N)=O)C[C@@H](O)[C@@H]2O)cc1	-1.1%[44.1 µM]
COCCn1c(CO)nnc1C1CC(NC(=O)c2c(C)noc2C)C1 (stereo not drawn)	-23.2%
COc1c(Cl)cc(C(=O)N(Cc2ccccc2F)C2CCS(=O)(=O)C2)cc1Cl (stereo not drawn)	?
CC1CCCN(C(=O)c2ccc(CN3C(=O)NC4(CCS(=O)(=O)CC4)C3=O)cc2)C1 (stereo not drawn)	i
COCCNc1nc(C)nc2c1CCN(C(=O)c1ccoc1)CC2	-20.4%
CCc1nc2c(c(-c3ccc(OC)cc3)n1)CCN(C(=O)c1ccccc1)CC2	-22.5%
Cn1ccnc1CN1CCN(CC2(O)CNCCOC2)CC1 (stereo not drawn)	24.4%
COc1ccc(N2CCN(S(=O)(=O)CCNC(=O)Cc3ccc(OC)c(OC)c3)CC2)cc1	i
COC(=O)c1c(NC(=O)CCCOc2ccccc2C)sc2c1CCC(C)C2 (stereo not drawn)	22.6%
